# Source: PubChem (National Center for Advancing Translational Sciences (NCATS))
# Nrf2 inh: blocks Nrf2 signaling; A549 ARE-Fluc reporter, luciferase luminescence, 18-24 h; Potency, µM (series often up to 46 µM), without a hit: at the highest dose activity change, negative = inhibition, most hits filed as inhibitors; 360,000 tested, 2.1% active; note: potency is the fitted concentration of half-maximal effect; % is set by controls: 0 for no effect and ±100 for the full control effect; nearly all actives have a fitted effect of over 60% in size
#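 Nrf2 activity is the BugLite luminescence, read 15 min after reagent at room temperature, following CellTiter-Fluor cytotoxicity readout (30 min, 37C). Compound titrations were applied for 18-24 h to 5000 A549 ARE_Fluc cells/well in 5% FBS OPTI-MEM.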
# A549 viability: A549 cytotoxicity, counter-screen for Nrf2 inhibitors | A549 ARE-Fluc cells, CellTiter-Fluor viability, 18-24 h | Potency, µM (top dose mostly 46 µM), inactives show at the highest dose activity change, negative = cytotoxicity, hits mostly inhibitors | 390,000 tested, 0.16% active | AID 504648; note: potency is the fitted concentration of half-maximal effect; % is set by controls: 0 for no effect and ±100 for the full control effect
#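 Cytotoxicity counterscreen: CellTiter-Fluor fluorescence was measured in A549 ARE_Fluc cells after 18-24 h of compound exposure in a concentration series. The subsequent BugLite luminescent read reports ARE-luciferase activity.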
# CCT modulator: changes cytosolic chaperonin activity | activity change, % (no concentration beside the values), hits read low | purified chaperonin ATPase assay, HTRF ADP detection, 30 min | 360,000 tested, 0.3% active; in the data active = activity change below about -30%; note: % is set by controls: 0 for no effect and ±100 for the full control effect
#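 TRiC (40 or 20 nM final, by batch activity) in 30 mM Tris pH 7.4, 100 mM KCl, 5 mM MgCl2, 1 mM DTT was treated with compound at 76 uM single dose, then 10 uM ATP, 30 min at 37 °C. ADP was read by HTRF Transcreener.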
# TGFb SMAD3 inh: blocks TGF-b signaling; HepG2 CAGA-GFP TGF-b/SMAD3 reporter, GFP fluorescence, 18 h; TGF-beta stimulated, 500 pg/mL final; Potency, µM (series often up to 46.1 µM), for inactives: top-dose activity, negative = inhibition, hits mostly inhibitors; 410,000 tested, 1.2% active; AID 588855; note: potency is the fitted concentration of half-maximal effect; % is set by controls: 0 for no effect and ±100 for the full control effect; nearly all actives have a fitted effect of over 65% in size
#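 Smad-responsive CAGA-GFP expression was quantified in HEPG2 cells exposed to compounds and 500 pg/mL final TGF-beta for 18 h at 37 degrees C; unstimulated wells defined full inhibition.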
# MmCpn inh: blocks the Methanococcus maripaludis chaperonin Mm-Cpn; purified Mm-Cpn ATPase, ADP Transcreener TR-FRET; 330,000 tested, 0.031% active; Potency, µM (highest dose often 76.9 µM), inactives show top-dose activity, negative = inhibition, actives largely listed as inhibitors; note: potency is the fitted concentration of half-maximal effect; % is set by controls: 0 for no effect and ±100 for the full control effect; nearly all actives have a fitted effect of over 80% in size
#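 ATP (10 uM final) was added to archaeal chaperonin (25 nM final) after 10 min exposure to test compound at 37°C; after 30 min further incubation, ADP was detected by competitive TR-FRET.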
# Abeta rescue: restores growth of yeast expressing A-beta42 peptide; Potency, µM (highest dose often 46.1 µM), without a hit: top-dose growth rescue, usual class: activators; yeast expressing A-beta42, growth rescue, OD600, 48 h; response scale: 0% DMSO, 100% iron-clioquinol control; 410,000 tested, 0.063% active; note: potency is the fitted concentration of half-maximal effect; nearly all actives have a fitted effect of over 55% in size
#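 Growth rescue measured by 600 nm absorbance after 48 h yeast culture at 30 C with compound. Values normalized between DMSO and an equimolar ferric chloride plus clioquinol control.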
# HepG2 viability: counter-screen for TGF-b inhibitors: cytotoxicity in HepG2 cells; HepG2 CAGA-GFP viability, ATP luminescence, 18 h; 410,000 tested, 0.76% active; Potency, µM (doses to about 46.1 µM), for the others: top-dose activity change, negative = cytotoxicity, usual class: cytotoxic; note: potency is the fitted concentration of half-maximal effect; some results filed as inactive show a strong effect at the top dose
#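 CellTiter-Glo luminescence gave cytotoxicity after 18 hours at 37 degrees C. The cells were HepG2 CAGA-GFP in 1% FBS DMEM, stimulated with 500 pg/mL TGF-beta after compound addition. %Activity was normalised to no-cell wells (complete cell-killing) and DMSO (no toxicity), and curves were fitted and classified.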
# Nrf2 activator: activators of Nrf2 (ARE) signaling; AREc32 ARE-luciferase reporter (MCF7-derived line), luminescence, 24 h; Potency, µM (doses to about 46.1 µM), inactives show at the top dose activation, usual class: activators; 410,000 tested, 0.31% active; AID 624171; note: potency is the fitted concentration of half-maximal effect; % of control where 0% means no effect; nearly all actives have a fitted effect of over 65% in size
#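 Luciferase luminescence (Steady-Glo, 30 min at room temperature) served as the read-out of ARE activation in AREc32 cells treated with compounds for 24 hr at 37 deg C.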
# pAkt inh: Akt phosphorylation inhibition | Neuro2A IGF-stimulated pAkt S473 HTRF, 20 min; active compounds read low | activity change, % for hits at 50 µM | 360,000 tested, 0.32% active; in the data active = activity change below about -80%; inconclusive = mostly about -51% to -80%; note: % is set by controls: 0 for no effect and ±100 for the full control effect
#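 Neuro2A cells (4,500/well, DMEM with 0.5% FBS) were treated with compound at a single 50 µM final concentration, stimulated with 6 nM IGF for 20 min at 37 °C, and lysed. Phospho-Akt Ser473 was read by HTRF as 665/615 ratio ×10^4.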
# Starred values were filed as active, the others as inactive; i = inactive; u = inconclusive; x = not tested or not shown; & = joins results of further samples; [ ] = remark or other dose. Unless noted, calls come from the whole dose curve; as a rule, active = well fitted curve in the direction sought with a large enough effect; inconclusive = small, poorly fitted or top-dose-only effect, or another doubt; inactive = no such curve, though single readings can be large; an effect the other way counts as inactive or inconclusive.
SMILES,Nrf2 inh,A549 viability,CCT modulator,TGFb SMAD3 inh,MmCpn inh,Abeta rescue,HepG2 viability,Nrf2 activator,pAkt inh
CC(/C=N/NC(=O)c1cc(-c2ccccc2)nc2ccccc12)=C\c1ccco1,23%,-5%,0.0,u,-2%,5%,-32%,6.4%,i
CCn1c(Cc2ccccc2)nnc1SCC(=O)Nc1ccc(N)cc1,-11%,-8%,3.8,-10%,-1%,0%,-17%,-0.4%,i
COc1ccc(-c2nc3ccc(C)cn3c2NCc2ccccc2)cc1SC1CCCCC1,u,u,0.4,20µM*,-2%,-34%[inhibitor],-81%,0.7%,i
CCc1ccc(NC(=O)C2CCCN2S(=O)(=O)c2ccc3c(c2)n(C)c(=O)c(=O)n3C)cc1 (stereo not given),6%&2%,8%&4%,0.7,-11%&-36%,2%,7%&-4%,6%&-10%,-1.2%&-0.3%,i
CC(=O)N/C(=C/c1ccccc1)C(=O)NCCO,15%,-10%,-1.4,-7%,1%,18%,16%,0.5%,i
Cc1c(N)c(=O)n(-c2ccccc2)n1C,-18%,7%,1.8,-2%,0%,-7%,-10%,-0.5%,i
O=C(CCSCCC(=O)NCc1ccco1)NCc1ccco1,u,-1%,3.4,1%,-2%,-13%,16%,21%,i
Cc1ccc2nc(N3CCC(C(=O)N4CCN(c5cccc(Cl)c5)CC4)CC3)[nH]c2c1,x,u,x,-37%,x,4%,-42%,9.4%,x
Cc1nc2sccn2c(=O)c1S(=O)(=O)Nc1cc(Cl)ccc1O,10%,-1%,x,-22%,x,-25%,-26%,13%,x
CN(C(=O)COC(=O)Cc1c(Cl)cccc1Cl)c1c(N)n(Cc2ccccc2)c(=O)[nH]c1=O,-8%,2%,-1.7,2%,-1%,-15%,-4%,0.4%,i
COc1ccccc1NC(=O)N1CCN(c2ccccc2F)CC1,-20%,-1%,-0.4,-6%,-3%,-20%,-2%,-0.1%,i
CCC(OC(=O)c1cccs1)C(=O)NCc1ccc(C)cc1 (stereo not given),12%,0%,-2.1,10%,-1%,-7%,-3%,-1.1%,i
O=C(NNC(=O)c1ccncc1)Nc1ccc(Br)cc1,u,-2%,-2.4,6%,x,1%,3%,0.9%,i
Cc1c(Cl)cccc1NC(=O)C1CCCN(c2nnc(-n3c(C)ccc3C)s2)C1 (stereo not given),-1%,3%,x,x,x,-3%,-20%,9.3%,x
COc1ccc(N2CC(O)=C(c3nc4ccccc4s3)C2=N)cc1,u,1%[1.84 µM],0.9,6%,0%,-11%,0%,3.8%,u
COc1cc(F)ccc1-c1cc(C(=O)NCc2ccc(C(F)(F)F)cc2)[nH]n1,x,x,-0.8,u,x,u,-40%,7.4%,i
COc1ccc(N2C(=O)CC(N3CCN(c4ccccc4OC)CC3)C2=O)cc1 (stereo not given),1%,3%,-0.9,-1%,1%,12%,8%,0.0%,i
Cc1ccc(CCNC(=O)c2cnc3c(C)cccn3c2=O)cc1,x,10%,x,-3%,x,-14%,-21%,0.3%,x
Cc1ccc(OCC(=O)Nc2ccc(C(=O)Nc3ccccc3C(=O)O)cc2)cc1C,x,x,0.7,-8%,x,-7%,-24%,-1.2%,i
CC(C)C(=O)NC(c1ccco1)c1c(O)ccc2ccccc12 (stereo not given),1%,-4%,-0.5,-6%,u,7%,-1%,0.1%,i

# Profiles, quoted from the list. Order of screens: Nrf2 inh | A549 viability | CCT modulator | TGFb SMAD3 inh | MmCpn inh | Abeta rescue | HepG2 viability | Nrf2 activator | pAkt inh
# Cc1c(N)c(=O)n(-c2ccccc2)n1C as listed: -18% | 7% | 1.8 | -2% | 0% | -7% | -10% | -0.5% | i
# COc1ccc(N2CC(O)=C(c3nc4ccccc4s3)C2=N)cc1 as listed: u | 1%[1.84 µM] | 0.9 | 6% | 0% | -11% | 0% | 3.8% | u

# Continued.
SMILES,Nrf2 inh,A549 viability,CCT modulator,TGFb SMAD3 inh,MmCpn inh,Abeta rescue,HepG2 viability,Nrf2 activator,pAkt inh
O=C(NC(=O)c1c(F)cccc1F)Nc1ccccc1SC(F)F,u,1%,0.5,-12%,1%,-4%,1%,2.9%,i
CC(C)Oc1ccc(C(=O)NC2CCN(Cc3ccccc3)CC2)cc1,2%,-12%,-1.0,25%,-7%,-22%,-5%,-0.4%,i
CNC(=O)COc1ncnc2sccc12,8%,-3%,-1.5,3%,1%,7%,1%,-0.4%,i
O=C(NCCC1=CCCCC1)C1CCN(S(=O)(=O)c2cnc[nH]2)CC1,-13%,-13%,-0.8,-5%,-2%,-4%,5%,-0.3%,i
CCc1nnc(NC(=O)C2CCN(c3nc(C)cc(C)n3)CC2)s1,-9%,x,-2.0,-14%,0%,-10%,-14%,0.1%,i
O=C(NC1CC1)c1c[nH]c2ccc(S(=O)(=O)Nc3cccc(C(F)(F)F)c3)cc2c1=O,-14%,0%,-0.7,-29%,1%,u,-40%,-0.9%,i
COc1ccc(/C=N/NC(=O)C(=O)Nc2ccccn2)cc1OC,4%,-6%,2.2,6%,2%,14%,-4%,-1.2%,x
c1cnn(-c2nc(N3CCOCC3)nc(N3CCOCC3)n2)c1,-20%,-18%,-1.0,-8%,-2%,4%,-33%,-1.0%,x
O=C(NCCCO)/C(=C/c1ccco1)NC(=O)c1ccc(Br)o1,-8%,-4%,-2.1,-15%,2%,2%,-16%,0.1%,i
O=C(CNC(=O)C1CCCCC1)Nc1cc(Cl)cc(Cl)c1,-6%,-4%,-0.2,-5%,1%,0%,-4%,0.1%,i
Nc1c([N+](=O)[O-])cnnc1-c1ccccc1,-8%,-4%,-1.3,-8%,-1%,9%,5%,-0.6%,i
Cc1ccc(-c2ccc(SCC(=O)NCC3CCCO3)nn2)cc1 (stereo not given),3%,u,-2.3,0%,1%,-12%,-34%,2.6%,i
COC(=O)c1cc(NC(=O)CN(C)C2CCS(=O)(=O)C2)cc(C(=O)OC)c1 (stereo not given),-8%,14%,-1.2,4%,-3%,-11%,-1%,0.2%,i
CCOC(=O)C(N=Nc1nn[nH]n1)C(C)=O (stereo not given),x,x,-4.8,2%,x,-1%,12%,-1.1%,i
c1ccc(OCc2nc3c4c(ncn3n2)-c2ccccc2CC42CCCC2)cc1,-12%,9%,-1.7,-21%,-12%,11%,3%,-0.9%,i
COc1ccnc2c1c(=O)n(Cc1c(F)cccc1Cl)c(=O)n2C,6%,0%,-0.7,8%,0%,-2%,-7%,0.0%,i
COc1cc2c(cc1C=O)OC(C)C2 (stereo not given),-13%,-2%,-0.4,17%,1%,6%,9%,-0.5%,i
CON/C=C(\C=Nc1ccc(F)cc1)c1ncc(C(F)(F)F)cc1Cl,9%,-15%,-0.7,-1%,-1%,11%,-2%,4.0%,x
Cc1ccc(C(=O)Nc2ncc3c(Cl)cccc3n2)cc1,u,-2%,-1.4,3%,-2%,-20%,-60%,-2.0%,i
COc1ccc(Nc2nc(N3CCN(S(C)(=O)=O)CC3)nc3ccccc23)c(OC)c1,-17%,-8%,-1.6,-1%,0%,1%,-15%,2.3%,i
COc1ccc(OC)c(NC(=O)CN2C(=O)C(C)N(c3ccc(C)cc3)C2=O)c1 (stereo not given),23%,1%,2.1,16%,-1%,-3%,7%,4.7%,i

# In the list so far, these have four or more nitrogen atoms:
SMILES,Nrf2 inh,A549 viability,CCT modulator,TGFb SMAD3 inh,MmCpn inh,Abeta rescue,HepG2 viability,Nrf2 activator,pAkt inh
CCn1c(Cc2ccccc2)nnc1SCC(=O)Nc1ccc(N)cc1,-11%,-8%,3.8,-10%,-1%,0%,-17%,-0.4%,i
CCc1ccc(NC(=O)C2CCCN2S(=O)(=O)c2ccc3c(c2)n(C)c(=O)c(=O)n3C)cc1 (stereo not given),6%&2%,8%&4%,0.7,-11%&-36%,2%,7%&-4%,6%&-10%,-1.2%&-0.3%,i
Cc1ccc2nc(N3CCC(C(=O)N4CCN(c5cccc(Cl)c5)CC4)CC3)[nH]c2c1,x,u,x,-37%,x,4%,-42%,9.4%,x
CN(C(=O)COC(=O)Cc1c(Cl)cccc1Cl)c1c(N)n(Cc2ccccc2)c(=O)[nH]c1=O,-8%,2%,-1.7,2%,-1%,-15%,-4%,0.4%,i
O=C(NNC(=O)c1ccncc1)Nc1ccc(Br)cc1,u,-2%,-2.4,6%,x,1%,3%,0.9%,i
Cc1c(Cl)cccc1NC(=O)C1CCCN(c2nnc(-n3c(C)ccc3C)s2)C1 (stereo not given),-1%,3%,x,x,x,-3%,-20%,9.3%,x
O=C(NCCC1=CCCCC1)C1CCN(S(=O)(=O)c2cnc[nH]2)CC1,-13%,-13%,-0.8,-5%,-2%,-4%,5%,-0.3%,i
CCc1nnc(NC(=O)C2CCN(c3nc(C)cc(C)n3)CC2)s1,-9%,x,-2.0,-14%,0%,-10%,-14%,0.1%,i
COc1ccc(/C=N/NC(=O)C(=O)Nc2ccccn2)cc1OC,4%,-6%,2.2,6%,2%,14%,-4%,-1.2%,x
c1cnn(-c2nc(N3CCOCC3)nc(N3CCOCC3)n2)c1,-20%,-18%,-1.0,-8%,-2%,4%,-33%,-1.0%,x
Nc1c([N+](=O)[O-])cnnc1-c1ccccc1,-8%,-4%,-1.3,-8%,-1%,9%,5%,-0.6%,i
CCOC(=O)C(N=Nc1nn[nH]n1)C(C)=O (stereo not given),x,x,-4.8,2%,x,-1%,12%,-1.1%,i
c1ccc(OCc2nc3c4c(ncn3n2)-c2ccccc2CC42CCCC2)cc1,-12%,9%,-1.7,-21%,-12%,11%,3%,-0.9%,i
COc1ccc(Nc2nc(N3CCN(S(C)(=O)=O)CC3)nc3ccccc23)c(OC)c1,-17%,-8%,-1.6,-1%,0%,1%,-15%,2.3%,i
